Compound activity from PubChem BioAssay.
AmpC detergent: qHTS Inhibitors of AmpC Beta-Lactamase (assay with detergent) | AmpC hydrolysis of nitrocefin, absorbance 480 nm, 0.01% Triton | Potency, µM (titrated, usually from 114 µM), without a hit: at the highest dose activity change, negative = inhibition, most hits filed as inhibitors | hit rate 0.041% among 370,000 | AID 485294, 2010;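 note: potency is the fitted concentration of half-maximal effect; 0% = no-compound wells and -100% = no-enzyme wells; nearly all actives have a fitted effect of over 25% in size; some results filed as inactive show a strong effect at the top dose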
Target sequence (P00811 whole entry, looked up): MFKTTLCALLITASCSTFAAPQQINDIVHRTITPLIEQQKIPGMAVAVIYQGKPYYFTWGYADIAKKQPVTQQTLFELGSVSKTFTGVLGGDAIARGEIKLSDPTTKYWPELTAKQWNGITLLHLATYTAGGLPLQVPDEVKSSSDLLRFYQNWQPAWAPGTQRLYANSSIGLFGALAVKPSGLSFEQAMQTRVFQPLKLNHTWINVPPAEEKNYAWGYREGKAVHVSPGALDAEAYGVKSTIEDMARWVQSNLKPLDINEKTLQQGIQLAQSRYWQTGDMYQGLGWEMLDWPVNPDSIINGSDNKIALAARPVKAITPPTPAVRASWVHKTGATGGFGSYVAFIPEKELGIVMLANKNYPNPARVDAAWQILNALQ
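AmpC (5.3 nM in the dispensed reagent) in 20 mM phosphate pH 7.0 with 0.01% (detergent screen) or 0.0001% Triton X-100 was preincubated with compounds for 15 min at room temperature. Nitrocefin was then added from an 800 uM solution, and hydrolysis was followed at 480 nm.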
AmpC no deterg: qHTS Inhibitors of AmpC Beta-Lactamase (assay without detergent); AID 485341, 2010; Potency, µM (doses to about 57.1 µM), without a hit: at the top dose activity change, negative = inhibition, actives largely listed as inhibitors; hit rate 0.52% among 330,000; AmpC nitrocefin hydrolysis, absorbance 480 nm, 0.0001% Triton;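 note: potency is the fitted concentration of half-maximal effect; plate controls were no compound for no effect and no enzyme for full effect; nearly all actives have a fitted effect of over 20% in size; some results filed as inactive show a strong effect at the top dose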
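20 mM phosphate pH 7.0 + 0.01% (detergent screen) or 0.0001% Triton X-100; 5.3 nM AmpC reagent; cpd preinc 15 min RT; nitrocefin (800 uM stock) to start; A480 q20 s × 4 min; Activity was normalised to no-enzyme and no-compound control wells.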
HCMV antiviral: qHTS Assay for inhibitors of the human cytomegalovirus (HCMV) | HFF cells, HCMV-luciferase reporter, 72 h; stronger effect = lower value | activity change, negative = inhibition, % at 57.5 µM | hit rate 4.5% among 410,000 | AID 1259415, 2018; in the data active = activity change below about -60%; inconclusive = no clear call, values can overlap the other calls; inactive = above about -39%
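Compounds were evaluated in HFFs infected with an HCMV luciferase reporter virus (MOI 1 PFU/cell). Luciferase in lysates collected 72 h post infection served as the replication measure.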
HCV inh: qHTS Assay for Inhibitors of Hepatitis C Virus (HCV); Huh7.5.1 HCVcc-Cre infection, luciferase reporter, 44 h; Potency, µM (top dose mostly 41.8 µM), for inactives: at the highest dose activity change, negative = inhibition, usual class: inhibitors; hit rate 3.4% among 340,000; note: potency is the fitted concentration of half-maximal effect
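Seed cells (1,000/well) for 4 h; treat with compound and infect with HCVcc-Cre, moi about 0.5. Incubate 44 h, then detect luciferase activity.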
FBPA Giardia inh: qHTS Assay for Inhibitors of Fructose-1,6-bisphosphate Aldolase from Giardia Lamblia. hit rate 0.71% among 290,000. purified Giardia FBPA. Potency, µM (series often up to 59.6 µM), for the others: at the highest dose activity, negative = inhibition, most hits filed as inhibitors. AID 2451, 2010; note: potency is the fitted concentration of half-maximal effect; nearly all actives have a fitted effect of over 55% in size
Target sequence (A8B2U2 whole entry, looked up): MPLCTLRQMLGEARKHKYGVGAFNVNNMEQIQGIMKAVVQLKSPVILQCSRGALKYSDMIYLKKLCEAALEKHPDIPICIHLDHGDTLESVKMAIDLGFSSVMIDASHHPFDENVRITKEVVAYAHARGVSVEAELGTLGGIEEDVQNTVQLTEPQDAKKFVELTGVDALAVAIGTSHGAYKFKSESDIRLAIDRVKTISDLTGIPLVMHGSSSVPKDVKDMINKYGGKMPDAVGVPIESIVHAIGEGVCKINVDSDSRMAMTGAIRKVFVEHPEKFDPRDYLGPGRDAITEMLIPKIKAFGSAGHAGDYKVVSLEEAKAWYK
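Giardia FBPA (40 nM reagent) was preincubated 10 min at RT with compound (up to 57.5 uM final), then substrate plus GAPDH/TPI/NAD/arsenate coupling system with diaphorase/resazurin was added; resorufin fluorescence (525/598 nm) was read after 20 min.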
Sm TGR block: qHTS Assay for the Inhibitors of Schistosoma Mansoni Peroxiredoxins. purified TGR, DTNB reduction, TNB absorbance 405 nm. Potency, µM (doses to about 114 µM), inactives show top-dose activity change, negative = inhibition, actives largely listed as inhibitors. hit rate 3% among 360,000. AID 485364, 2010; note: potency is the fitted concentration of half-maximal effect; nearly all actives have a fitted effect of over 60% in size
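Kinetic colorimetric format: TGR-catalysed, NADPH-driven DTNB reduction monitored via TNB absorbance. Enzyme dispensed at 20 nM; compound exposure 15 min at room temperature before reaction start.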
* marks the source's active call; other numbers are inactive results; ? = inconclusive; · = not tested or not shown; & = joins results of further samples; [ ] = another dose, or the depositor's remark. Unless noted, calls come from the whole dose curve; as a rule, active = well fitted curve in the direction sought with a large enough effect; inconclusive = small, poorly fitted or top-dose-only effect, or another doubt; inactive = no such curve, though single readings can be large; an effect the other way counts as inactive or inconclusive. Unless noted, % is set by controls: 0 for no effect and ±100 for the full control effect.

SMILES	AmpC detergent	AmpC no deterg	HCMV antiviral	HCV inh	FBPA Giardia inh	Sm TGR block
CCn1nnnc1SCC(=O)N1CCCc2ccccc21	-1.0%	-9.0%	92.5	1.9%	1.5%	-5.6%
N#CCCn1cc(C(=O)N2CCOCC2)c(-c2ccc3c(c2)OCCO3)n1	1.8%	-10.5%	-36.0	10.8%	3.2%	3.7%
CCC1(C)Cc2nc3[nH]c(=S)n(-c4ccccc4)c(=O)c3cc2CO1 (configuration not stated)	-9.2%	-7.9%	-63.0*	-6.1%	1.3%	-0.2%
O=C1NC2(CCCCC2)NN1c1ccccc1	1.4%	·	-4.6	-3.1%	-4.4%	6.0%
COc1cccc(-c2nc(N3CCN(c4ccccc4)CC3)c3ccccc3n2)c1O	1.3%	52.6%[activator]	20.6	-7.4%	-6.4%	-0.5%
CCOCCCNC(=O)C(NC(=O)c1cnccn1)c1ccc(OC)cc1 (configuration not stated)	-1.1%	1.1%	8.9	16.6%	-1.1%	0.0%
COc1cc(/C=C(\C#N)c2nc3ccccc3s2)cc([N+](=O)[O-])c1O	-12.3%	-22.2%	-62.1*	1.0%	-10.1%	1.2%
CCOC(=O)N1CCC(NC(=O)CCc2nc(-c3ccc(C)cc3)no2)CC1	?	26.8%	·	?	-7.8%	-4.1%
Cc1ccc(C2=NN(C(=O)CSc3nnnn3C)C(c3ccco3)C2)cc1 (configuration not stated)	-10.2%	-10.3%	?	-8.8%	·	?
CC(OC(=O)c1ccc(Cl)c(S(=O)(=O)N2CCCC2)c1)C(=O)NC1CCCCC1C (configuration not stated)	-0.7%	80.9%[activator]	·	·	·	4.9%
COc1cc(NS(=O)(=O)c2ccc(NC(=O)/C=C/c3cccc([N+](=O)[O-])c3)cc2)ncn1	-1.8%	-31.4%	-28.6	-4.2%	3.3%	1.2%
COc1ccc([N+](=O)[O-])cc1NC(=O)c1ccc(N(Cc2ccccc2C)S(C)(=O)=O)cc1	-5.9%	-11.0%	-35.8	?	5.0%	0.0%
COc1cc(C(c2nnnn2C2CCCC2)N2CCN(C)CC2)cc(OC)c1OC (configuration not stated)	4.2%	-15.9%	-10.7	-3.5%&3.1%	3.1%	-5.1%
CCCn1c(N2CCN(C(=O)Nc3ccccc3)CC2)nc2ccccc21	6.8%	-3.0%	-35.1	-28.3%	-0.1%	27.4%
COc1cc(OC)cc(C(=O)NNC(=S)Nc2ccccc2OC)c1	-1.0%	-5.7%	-14.3	-16.0%	20.2%	5.3%
Cc1ccc(C)c(NC(=S)NC(NC(=O)/C=C/c2ccccc2)C(Cl)(Cl)Cl)c1 (configuration not stated)	-6.2%	-48.4%	?	?	6.9%	6.0%
CC(=O)c1ccc(-n2nnnc2SCC(=O)NC2CCCCC2)cc1	-13.6%	-25.8%	-30.1	-13.9%	-3.7%	-6.0%
CCc1ccc(NC(=O)Cn2c(=O)n(CCCCC(=O)NCc3ccccc3Cl)c(=O)c3ccccc32)cc1	14.5%	·	9.8	·	·	6.7%
Cc1cc(C)n(-c2ccc(C(=O)Nc3ccc(S(=O)(=O)NCc4ccco4)cc3)cc2)n1	?	-18.1%	-96.5*	3.55µM*	-2.9%	-32.7%
COc1ccc(Cl)cc1C(=O)Nc1nnn(C)n1	?	-19.8%	-11.4	-10.5%	1.5%	3.7%
O=S(=O)(NCc1csc(-c2cccs2)n1)c1ccc(Cl)cc1	5.2%	-43.2%	-2.6	-29.1%	-27.3%	9.7%
Cc1cnc(NC(=O)C2(c3ccccc3)CC2)s1	2.2%	-28.7%	?	10.7%	0.1%	4.3%
Nc1nc(NCc2ccccc2)nc(Nc2cccc(F)c2)c1[N+](=O)[O-]	?	-24.9%	-2.0	?	0.3%	-26.2%
COCCNC(=O)c1cccc(OC2CCN(Cc3cccc(SC)c3)CC2)c1	7.0%	99.3%[activator]	-5.5	?	3.5%	20.1%
CCOc1ccc(CCNC(=O)c2cccc(C#N)c2)cc1OCC	-8.9%	-11.8%[11.4 µM]	-20.2	?	4.3%	-0.5%

Some entries already given, limited to AmpC no deterg, FBPA Giardia inh and AmpC detergent.
Compound	AmpC no deterg	FBPA Giardia inh	AmpC detergent
COc1cc(NS(=O)(=O)c2ccc(NC(=O)/C=C/c3cccc([N+](=O)[O-])c3)cc2)ncn1	-31.4%	3.3%	-1.8%
COc1ccc([N+](=O)[O-])cc1NC(=O)c1ccc(N(Cc2ccccc2C)S(C)(=O)=O)cc1	-11.0%	5.0%	-5.9%
COc1cc(C(c2nnnn2C2CCCC2)N2CCN(C)CC2)cc(OC)c1OC (configuration not stated)	-15.9%	3.1%	4.2%

(listing goes on)
SMILES	AmpC detergent	AmpC no deterg	HCMV antiviral	HCV inh	FBPA Giardia inh	Sm TGR block
O=C(N/N=C/c1c[nH]c2ccccc12)C1CC(=O)N(c2ccccc2)C1 (configuration not stated)	5.6%	-28.1%	-12.5	-5.8%	1.1%	0.4%
CCN(CC)S(=O)(=O)c1cccc(C(=O)Nc2sc3c(c2C(N)=O)CCCC3)c1	-3.1%	-14.3%	-20.2	?	·	1.4%
COC(=O)C1=C(C)OC(N)=C(C#N)C1c1cc2cccc(C)c2nc1Cl (configuration not stated)	?	-24.9%	·	·	?	0.0%
O=[N+]([O-])c1ccc(Nc2ccccc2)c2nonc12	-3.6%	-20.1%	?	-20.4%	0.6%	?
Cc1nn(C)c(C)c1NC(=O)COc1ccc(Cl)cc1Br	2.0%	30.8%	-93.1*	?	·	-11.7%
O=C(Nc1ccc(F)c(Cl)c1)C1CCN(c2ncnc3c2nc2n3CCCCC2)CC1	-5.8%	-12.0%	-15.1	?	4.1%	-6.4%
CC(C)=CC(=O)Nc1ccc2c(c1)OCO2	-0.6%	·	70.6	6.9%	-2.8%	2.0%
COc1cc(C(=O)OCC(=O)Nc2cc(-c3cc(C)c(C)cc3C)nn2-c2ccccc2)cc(OC)c1OC	-6.9%	-17.9%	-2.3	1.2%	-0.6%	6.6%
O=C(CN(Cc1ccccc1)S(=O)(=O)c1ccc(F)cc1)NCc1ccccn1	2.4%	-2.0%	-31.6	19.2%	·	-5.0%
Cc1ccsc1C(=O)N[C@@H](C)c1nnc2ccccn12	-2.0%	-0.5%	15.1	-2.2%	·	-14.7%
CC(/C=N/NC(=O)c1cc(-c2cccs2)[nH]n1)=C\c1ccccc1	-10.0%	-40.6%	3.6	-28.1%	4.5%	-4.9%
CCn1c(SCC(=O)NC2CC2)nnc1-c1cccs1	-0.6%	-1.6%	-18.5	8.8%	·	1.7%
CC(Oc1ccc(C#N)cc1)C(=O)NC1CCCC1 (configuration not stated)	-7.9%	4.3%	56.5	9.6%	·	-8.5%
COc1ccc2[nH]c(=O)c(C(=O)O)cc2c1	7.9%	-11.8%	-34.1	3.6%	-7.5%	11.1%
COc1ccc(CCNC2CCCCC2)cc1OC	-14.4%	-32.2%	-31.9	?	-5.4%	·
Cc1c(CCC(=O)NCCCN2CCCC2=O)c(=O)oc2cc(O)ccc12	-10.5%	-13.7%	-12.5	15.1%	1.3%	4.3%
COCCOC(=O)c1sc2nc[nH]c(=O)c2c1C	-4.1%	-4.5%	?	1.7%	-6.2%	0.3%
COC(=O)c1ccccc1NC(=O)CCS(=O)(=O)c1cc2c(cc1C)NC(=O)CO2	-10.1%	-15.8%	3.4	9.6%	-1.1%	-24.1%
COc1ccc(-c2noc(CCc3ccccc3)n2)cc1	-11.3%	-29.6%	-7.9	-0.5%	-3.7%	8.9%
CC(N)Cc1c[nH]c2c1ccc1ccccc12 (configuration not stated)	?	-6.2%	-3.5	-25.0%	-12.8%	2.2%
Cc1ccc(C(=O)COC(=O)C2CC3CCCC(C2)C3=O)cc1[N+](=O)[O-] (configuration not stated)	-16.7%	-14.1%	-23.7	-8.5%	·	0.5%
CC1CCCC(C)N1S(=O)(=O)c1ccc(NC(=O)CCN2C(=O)C3CC=CCC3C2=O)cc1 (configuration not stated)	?	4.7%	?	-18.5%	·	-1.0%
C=CCNC(=O)CN1CCC(NC(=O)c2ccco2)CC1	-10.0%	-6.2%	1.7	1.3%	-1.8%	·
CN1C(=O)C2(C(C#N)=C(N)N(c3cc(Cl)cc(Cl)c3)C3=C2C(=O)CC(C)(C)C3)c2ccccc21 (configuration not stated)	0.6%	·	16.9	7.1%	0.0%	1.6%
CCOc1ccc(C(C)=O)cc1CSc1nnc(N)s1	2.6%	-17.2%	-1.0	-18.6%	5.7%	3.3%

Gathered by group, those above containing an aryl thioether with sulfur outside any ring (six)
SMILES	AmpC detergent	AmpC no deterg	HCMV antiviral	HCV inh	FBPA Giardia inh	Sm TGR block
CCn1nnnc1SCC(=O)N1CCCc2ccccc21	-1.0%	-9.0%	92.5	1.9%	1.5%	-5.6%
Cc1ccc(C2=NN(C(=O)CSc3nnnn3C)C(c3ccco3)C2)cc1 (configuration not stated)	-10.2%	-10.3%	?	-8.8%	·	?
CC(=O)c1ccc(-n2nnnc2SCC(=O)NC2CCCCC2)cc1	-13.6%	-25.8%	-30.1	-13.9%	-3.7%	-6.0%
COCCNC(=O)c1cccc(OC2CCN(Cc3cccc(SC)c3)CC2)c1	7.0%	99.3%[activator]	-5.5	?	3.5%	20.1%
CCn1c(SCC(=O)NC2CC2)nnc1-c1cccs1	-0.6%	-1.6%	-18.5	8.8%	·	1.7%
CCOc1ccc(C(C)=O)cc1CSc1nnc(N)s1	2.6%	-17.2%	-1.0	-18.6%	5.7%	3.3%

Additional structures follow.
SMILES	AmpC detergent	AmpC no deterg	HCMV antiviral	HCV inh	FBPA Giardia inh	Sm TGR block
Cn1cnnc1SCC(=O)c1ccc(O)c(O)c1	-2.0%	-28.4%	-18.3	1.8%	?	-18.6%
Cc1ccc(C(=O)C(C)OC(=O)c2n[nH]c(=O)c3ccccc23)cc1 (configuration not stated)	-10.0%	-10.2%	47.1	10.4%	-2.3%	-10.0%
CCCc1ccc(C2C3=C(CC(C)(C)CC3=O)NC3=C2C(=O)c2ccccc23)cc1 (configuration not stated)	8.5%	-53.0%	?	2.24µM*	0.1%	-28.4%
COc1ccc(C(=O)/C=C/N(C)C)cc1	-9.1%	-34.6%	8.7	13.3%	-1.1%	-14.5%
Cc1cc(C)nc(SCC(=O)Nc2nccs2)n1	-12.1%	0.8%	9.6	3.4%	-5.3%	-5.2%
COCCn1c(=O)[nH]c2cc(C(=O)N3CCN(c4ccccc4OC)CC3)ccc2c1=O	-8.9%	43.9%	25.2	9.9%	0.4%	5.5%
O=c1[nH]c(CN2CCN(c3ccc(F)cc3)CC2)nc2ccccc12	-5.5%	-11.9%	-11.2	-7.9%	-6.6%	-1.2%
